Bioassay records deposited in PubChem BioAssay by National Center for Advancing Translational Sciences (NCATS).
GCN5L2 inh: GCN5L2 (KAT2A) acetyltransferase inhibition | Potency, µM (top dose mostly 58.9 µM), for inactives: at the highest dose activity change, negative = inhibition, usual class: inhibitors | GCN5L2 HAT assay, ThioGlo1 CoA-SH fluorescence | AID 504327 | 390,000 compounds, 0.21% hits
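Compounds, pin-transferred from DMSO stocks, meet 20nM GCN5L2 for 15 min before the reaction begins with H3(1-25) peptide (75uM) and acetyl-CoA (70uM). Thiol-reactive ThioGlo1 reports CoA release over 20 min at room temperature.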
FEN1 inh: blocks human flap endonuclease 1; Recombinant FEN1 flap cleavage, fluorescence, 15 min; Potency, µM (series often up to 114 µM), without a hit: at the highest dose activity change, negative = inhibition, hits mostly inhibitors; 390,000 compounds, 0.35% hits; also: nearly all actives have a fitted effect of over 65% in size
Target sequence (P39748 whole entry, looked up): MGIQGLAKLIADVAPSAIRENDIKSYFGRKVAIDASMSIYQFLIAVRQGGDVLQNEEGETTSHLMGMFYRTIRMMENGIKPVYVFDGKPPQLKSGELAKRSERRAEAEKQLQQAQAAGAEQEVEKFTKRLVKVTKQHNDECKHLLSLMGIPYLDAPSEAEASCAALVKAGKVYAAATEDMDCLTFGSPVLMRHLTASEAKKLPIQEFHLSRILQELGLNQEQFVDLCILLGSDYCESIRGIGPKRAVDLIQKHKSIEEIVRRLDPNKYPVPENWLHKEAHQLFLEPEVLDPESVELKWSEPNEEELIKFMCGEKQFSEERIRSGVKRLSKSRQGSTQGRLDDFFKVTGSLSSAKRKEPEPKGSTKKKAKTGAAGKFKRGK
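Potency values derive from four-parameter Hill fits of normalized qHTS data. The reaction used 10 nM FEN1 preincubated 15 min at room temperature with compound, then 50 nM DNA substrate, read at 0 and 15 min.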
N370S GC: inhibits or activates N370S mutant glucocerebrosidase; P04062; N370S GC spleen homogenate, 4MU-glucoside fluorescence; Potency, µM (top dose mostly 59.4 µM), for the others: at the top dose activity change, negative = inhibition, hits mostly inhibitors; 330,000 compounds, 0.092% hits;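 also: 0% = full enzyme activity and -100% = no enzyme basal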
* = called active by the depositor; ? = inconclusive; · = no result given; & = joins results of further samples; [ ] = another dose, or the depositor's remark. Calls follow the shape of the dose curve; as a rule, active = well fitted curve in the direction sought with a large enough effect; inconclusive = small, poorly fitted or top-dose-only effect, or another doubt; inactive = no such curve, though single readings can be large; an effect the other way counts as inactive or inconclusive. Unless noted, % is scaled to controls: 0 for no effect and ±100 for the full control effect; potency is read from the fitted curve at half-maximal effect. A portion of the library, so the mix of outcomes need not match the whole.

SMILES | GCN5L2 inh | FEN1 inh | N370S GC
CC(=O)Nc1ccc(S(=O)(=O)N2CCN(c3ccccc3)CC2)cc1 | -13% | -4% | ·
O=C(c1ccco1)N1CCN(c2nc3ccccc3n3nnnc23)CC1 | -13% | -10% | 14%
Nc1nc2n(n1)C(c1cccs1)CC(c1ccc(F)cc1)N2 (stereo not given) | -1% | 0% | -1%
N/C(=N\O)c1ccc(NC(=O)c2cccs2)cc1 | -12% | -14% | 11%
CC(=O)c1ccc(OC(=O)c2ccc(-n3nc(C)cc3C)cc2)cc1 | -16% | 1% | -13%
COc1ccc(Nc2ncnc3c2cnn3Cc2ccccc2)cc1 | -3% | ? | 4%
COc1ccc(NC(=O)C2(N(C(=O)Cn3nnnc3N)c3ccc(OC)cc3)CCCCC2)cc1 | -4% | 3% | -10%
O=C(NCc1ccc(Cl)cc1)C(=O)c1cn(CC(=O)N2CCOCC2)c2ccccc12 | -1% | -15% | -14%
Cc1ccc(-n2nc(C(=O)Nc3ccc(Cl)cn3)c3c4ccccc4n(C)c3c2=O)cc1 | 1% | -3% | ·
COCCOc1ccc(C(F)(F)F)cc1NC(=O)COC(=O)c1cc([N+](=O)[O-])ccc1N1CCOCC1 | -10% | -3% | 4%
Cc1cc(NC(=O)Nc2cccc(Cl)c2)n(-c2ccccc2)n1 | -4% | -7% | -15%
Cc1cc[n+]2c3c(cccc13)CCC2 | -3% | -9% | 2%
CCn1c(O)c(N=NC(=O)c2cccs2)c2ccccc21 | -1% | -5% | 29%
C/C(=N/NC(=O)CNC(=O)Cc1ccccc1)c1ccco1 | -8% | -2% | 2%
Cc1cc(C)cc(NC(=O)CSc2oc(-c3cccs3)nc2S(=O)(=O)c2ccc(Br)cc2)c1 | -1% | 7% | ·
CCC(C)c1ccccc1OCC(=O)NN1C(=O)c2ccccc2C1=O (stereo not given) | -7% | -11% | -9%
COc1ccc(-c2cc(=O)c3c(O)cc(O)c(-c4cc(-c5cc(=O)c6c(O)cc(OC)cc6o5)ccc4OC)c3o2)cc1 | 0% | · | 4%
CCCNC(=O)CCc1c(C)nc2nc(CNC(=O)c3ccccc3)nn2c1C | -3% | 1% | ·
Cc1cc(SCC(=O)c2ccc3c(c2)OCO3)nc2ccccc12 | -13%[0.501 µM] | -15% | ?
O=C(CN1C(=O)NC(c2ccccc2)(c2ccccc2)C1=O)NCc1ccco1 | 0% | 0% | ·

The list goes on:
SMILES | GCN5L2 inh | FEN1 inh | N370S GC
C=CCN(CC=C)Cc1c(O)ccc2c(=O)c(-c3ccccc3)coc12 | ? | -5% | -11%
O=C(COc1ccccc1F)NCC(c1ccc(F)cc1)N1CCOCC1 (stereo not given) | -7% | 9% | ·
CCCCCSc1nnc2c(n1)OC(CC)Nc1ccc(Br)cc1-2 (stereo not given) | -3% | 15% | ·
CCN(CC(=O)Nc1cc(Cl)ccc1C)C(=O)Cn1c(=O)cnc2ccccc21 | -7% | 4% | 0%
CCCCNC(=O)C1CCCN(S(=O)(=O)CC)C1 (stereo not given) | -4% | -3% | -11%
Cc1ccnc(SCc2cc(=O)c(OC(=O)c3ccc(Cl)c([N+](=O)[O-])c3)co2)n1 | 2% | 10% | 2%
Cn1nccc1-c1cc(Cl)cc(Cl)c1O | -7% | -16% | -6%
O=C(COc1ccccc1[N+](=O)[O-])N/N=C/c1ccc(O)c([N+](=O)[O-])c1 | -6% | -11% | 15%
C[n+]1c2n(c3ccccc31)N=C(c1ccc(Cl)cc1)CS2 | -3% | 8% | 6%
O=C(O)c1sc2ncccc2c1OCc1ccccc1 | -7% | 3% | -6%
Cc1cc(C)cc(-n2ccn(CC(=O)NCCc3ccccc3)c(=O)c2=O)c1 | -3%&-4% | 5%&18% | 2%
COc1ccc(OC)c(NC(=O)Cn2c(=O)n(-c3cccc(C)c3)c(=O)c3c2c2cc(C)ccc2n3C)c1 | -3% | -7% | ·
COC(=O)COc1ccc(S(=O)(=O)NCc2ccco2)cc1 | -2% | 1% | 6%
CCOC(=O)CCn1nc(C)c2c(C)n(-c3ccccc3)nc2c1=O | 0% | -1% | ·
CCN(CC(=O)NC(C)C)C(=O)c1cc(S(=O)(=O)N2CCCCC2)ccc1N1CCCCC1 | -1% | -4% | ·
COc1ccc(C(=O)Nc2sc(C)c(C)c2CN2CC(C)OC(C)C2)cc1 (stereo not given) | 1% | 4% | 7%
CCOc1ccc(S(=O)(=O)NCc2ccco2)cc1 | · | 2% | -3%
COC(=O)c1cccc(Nc2c(-c3cc(Br)ccc3O)nc3nc[nH]n23)c1 | -7% | -6% | ·
COCCSc1nnc(-c2cccc(C#N)c2)n1C | -6% | -2% | 14%
CN(C)S(=O)(=O)N1CCC(Oc2ccc(C(=O)N3C[C@H]4CC[C@H]3C4)cc2)CC1 | -4% | -3% | 2%

Next results
Value order: GCN5L2 inh	FEN1 inh	N370S GC
C/C(N)=C(\C#N)C(=O)NCc1ccccn1
    -5%	-10%	8%
CCCc1cc(=O)oc2c(C)c(OCC(=O)NCCCN3CCOCC3)ccc12
    -6%	-6%	-10%
CCCC(=O)NC1CC(=O)N(c2ccc3c(c2)OCCO3)C1 (stereo not given)
    3%	-1%	·
O=C(c1cccc(F)c1F)N1CCCC1
    -2%	-1%	5%
CC(C)C(c1nnnn1Cc1ccc(F)cc1)N1CCN(C(=O)c2ccco2)CC1 (stereo not given)
    0%	7%	0%
O=C(NCC1CCCO1)c1cn(Cc2ccccc2Cl)nc1-c1ccccc1 (stereo not given)
    0%	1%	0%
Cc1nn(CC(=O)NCc2ccc(N(C)C)cc2)c(=O)c2nn(-c3ccccc3)c(C)c12
    -7%	-4%	·
Cc1ccc(NC(=O)c2c(NC(=O)c3ccccc3Cl)sc3c2CCC3)cc1
    -7%	-18%	·
COc1ccc2c(-c3ccccc3)cc(SCC(=O)N(C)C)nc2c1
    -7%	-17%	26%
CN1CCN(c2ccccc2NC(=O)c2ccc([N+](=O)[O-])cc2Cl)CC1
    -7%	-7%	-5%

Remaining list, next part
Value order: GCN5L2 inh	FEN1 inh	N370S GC
COC(C(=O)Nc1ccccc1F)c1ccccc1 (stereo not given)
    -8%	1%	6%
CCOC(=O)c1ccc(-c2ccc(/C=C(\C#N)C(=O)Nc3ccc(C)cc3OC)o2)cc1
    1%	3%	·
O=S(=O)(c1ccc(F)cc1)N1CCN(C(=S)NCC2CCCO2)CC1 (stereo not given)
    -1%	-2%	-16%
COC(=O)CC1c2cc(OC)c(OC)cc2CCN1C(=O)Nc1ccc(C)cc1Cl (stereo not given)
    10%	12%	·
Cc1cc(NC(=O)COC(=O)C2CC2)ccc1Br
    1%	2%	·
CCOC(=O)C1CCCCN1Cc1cc(Cl)ccc1O (stereo not given)
    -9%	-14%	1%
CCc1ccc(C(=O)NNC(=O)CCc2nc3ccccc3c(=O)[nH]2)cc1
    2%	11%	-10%
CC(C)C(=O)NNC(=O)CSc1nc(C2CCCCC2)nc2ccccc12
    -1%	-7%	-10%
Cc1cc(C)c2c(c1)c(C)cc1nnc(SCC(=O)c3cccs3)n12
    -17%	-2%	3%
O=C(COC(=O)C1CCC1)Nc1ccc(Cl)cn1
    -3%	0%	·

More compounds follow:
Value order: GCN5L2 inh	FEN1 inh	N370S GC
COCCNC(=O)/C(C#N)=C/c1ccc(C(=O)O)cc1
    4%	5%	-6%
O=C(O)/C(=C1/OC(=O)c2ccccc21)c1ccccc1
    -2%	5%	7%[2.35 µM]
O=C(/C=C/c1ccccc1Cl)Nc1cccc(O)c1
    -12%	-2%	8%
C=CCc1c(C)nc(-c2ccccc2)nc1N/N=C/c1ccncc1
    -11%	-9%	?
COc1ccc(N2CCN(c3ccc(N4C(=O)COCC4=O)cc3[N+](=O)[O-])CC2)cc1
    17%	0%	3%
COc1ccccc1NC(=O)n1ncc2c(C)cccc21
    -3%	-8%	·
O=S(=O)(CCN1CCSCC1)c1ccccc1
    0%	1%	7%
CCCOc1ccc(CSc2nc3ccccc3[nH]2)cc1
    -21%	?	17%
COc1cc(S(=O)(=O)NCc2ccc3c(c2)OCO3)c(OC)cc1C
    -4%	8%	-2%
Cc1ccc(Cl)cc1NC(=O)c1nnn(Cc2ccccc2)c1N
    -16%	16%	·

Single records (already shown).
Listed for C=CCc1c(C)nc(-c2ccccc2)nc1N/N=C/c1ccncc1 : GCN5L2 inh = -11%; FEN1 inh = -9%; N370S GC = ?
Listed for COCCNC(=O)/C(C#N)=C/c1ccc(C(=O)O)cc1 : GCN5L2 inh = 4%; FEN1 inh = 5%; N370S GC = -6%
Listed for Cc1ccc(Cl)cc1NC(=O)c1nnn(Cc2ccccc2)c1N : GCN5L2 inh = -16%; FEN1 inh = 16%; N370S GC = ·

Later entries:
Value order: GCN5L2 inh	FEN1 inh	N370S GC
CC(=O)Nc1ccc(C(=O)NCCc2ccccc2)cc1
    -7%	-1%	2%
COc1ccc(Nc2nc(Cl)nc(Nc3ccc(OC)cc3)n2)cc1
    -9%	1%	-5%
CCOc1cc(/C=N/NC(=O)CNc2ccc(C)cc2)ccc1OC(=O)c1ccccc1
    -6%	2%	-1%
Cc1onc(-c2ccccc2Cl)c1C(=O)O/N=C(\N)c1ccccc1
    -16%	-9%	-15%
C[C@H]1CCC(=O)N([C@H](CSc2ccccc2)Cc2ccccc2)CC1
    -2%	-19%&-24%	1%
Cc1ccc2[nH]c3c(c2c1)CN(C(=O)CN1CCN(c2ccccc2F)CC1)CC3
    -19%	·	23%
COc1cccc(CNC(=O)CSc2nc(=O)[nH]c3c2CCCC3)c1
    3%	20%	·
CN(CC(=O)Nc1cc(Cl)ccc1Cl)C1CCS(=O)(=O)C1 (stereo not given)
    -6%	-6%	·
Cc1c(NC(=O)CSc2ncnc3c2cnn3-c2ccccc2)c(=O)n(-c2ccccc2)n1C
    -7%	-4%	-1%
O=C(N/N=C/c1cccs1)c1cccnc1
    -5%	-4%	-5%

Following part:
Value order: GCN5L2 inh	FEN1 inh	N370S GC
Cc1ccc(C2N(c3cccc(Cl)c3)C(=O)N3CCCN23)cc1 (stereo not given)
    -3%	-8%	9%
CCOC(=O)c1ccccc1NC(=O)c1ccc2c(SCC(=O)O)c3c(nc2c1)CCCC3
    -21%	-6%	3%
O=C(/C=C/Nc1ccc(OC(F)(F)F)cc1)C(F)(F)F
    -6%	-14%	-9%
CCOc1ccc(C(C(=O)NC2CCCC2)N(C(=O)c2snc(C(N)=O)c2N)c2cccc(O)c2)cc1 (stereo not given)
    -11%	-5%	-5%
CCOC(=O)c1oc2ccc(S(=O)(=O)n3nc(-c4ccc(OC)cc4)cc3N)cc2c1C
    -10%	-23%	11%
O=C(COC(=O)c1cc(NS(=O)(=O)c2cccs2)ccc1O)Nc1ccc(F)c(F)c1F
    -4%	-10%	0%
CC(C)=CC(=O)OCC(=O)Nc1cc([N+](=O)[O-])ccc1F
    -4%	-2%	2%
Cc1c2cnn(CC(=O)NCCCN3CCCCC3)c(=O)c2c(C)n1Cc1ccccc1
    -8%	16%	0%
Clc1ccc(CSc2nnc(-c3ccc4c(c3)OCO4)o2)cc1
    3%	-3%	24%
O=C(Oc1ccccc1Cl)c1cc(-c2ccc3c(c2)OCCO3)on1
    -8%	-16%	·

Carrying on.
Value order: GCN5L2 inh	FEN1 inh	N370S GC
O=Cc1c(-c2ccccc2)cc2oc3ccccc3cc1-2
    -5%	14%	-6%
CCOC(=O)c1ccc(NC(=O)c2ccccc2)cc1
    4%	-2%	0%
Cc1ccc(SC(C)C(=O)Nc2ccc(S(=O)(=O)N3CCOCC3)cc2)cc1 (stereo not given)
    -2%	-11%	13%
O=C(NCc1cccc(F)c1)c1noc2c1CCCC2
    -2%	-2%	17%
Cc1c(C(=O)Nc2ccccc2)sc2nc(-c3cc4cc(Cl)ccc4oc3=O)[nH]c(=O)c12
    -12%	-13%	·
COc1ccc(S(N)(=O)=O)cc1-c1nnc2c3ccccc3c(C)nn12
    -16%	2%	-8%
FC(F)(F)c1cc(-c2ccco2)nc(NCc2cccnc2)n1
    ?	-3%	3%
Cn1c(C(C#N)C(=O)c2ccco2)nc2ccccc21 (stereo not given)
    -8%	7%	-4%[2.35 µM]
CCN(CC)C(=O)CP(=O)(c1ccccc1)c1ccccc1
    -4%	0%	2%
CC(Cc1ccccc1)NC(=O)c1cc([N+](=O)[O-])ccc1Cl (stereo not given)
    -3%	12%	8%

(next part)
Value order: GCN5L2 inh	FEN1 inh	N370S GC
Clc1ccc(Sc2cc(N3CCOCC3)nc(-c3ccccc3)n2)cc1
    -17%	-4%	12%
CC(C)n1c(SCC(N)=O)nc2c1c(=O)[nH]c(=O)n2C
    -6%	-1%	-6%
CCOC(=O)c1c(NC(=O)CSc2nnc(CNc3ccc(C)cc3C)o2)sc(C)c1C
    1%	1%	8%
Cn1ccnc1SCc1cccc([N+](=O)[O-])c1
    -3%	-11%	0%
Cc1nccc(-c2ccc3c(c2)OCO3)n1
    -2%	2%	0%
O=C(CSc1nnc2ccccn12)NC(=O)Cc1ccccc1
    -2%	22%	-9%
